From PubChem BioAssay
PAX8 inh HTS – inhibitors of PAX8 transcriptional activity in RMG-I cells. RMG-I TPO-luciferase reporter, SteadyGlo, 24 h. inhibition, % at 12.6 µM. 1.2% of 360,000 active. AID 652154;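 active = mean replicate inhibition at least 60% with every replicate also reaching 60%; inconclusive = only one of the two criteria is met; inactive = mean below 60% and not all replicates reaching 60%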;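 note: luciferase light reporting Pax8 driven TPO promoter activity; plate controls were median of neutral control wells for no effect and mitoxantrone controls for full effect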
EWS-Fli block – inhibitors of EWS/Fli oncoprotein transcriptional activity | A673 NR0B1-luciferase reporter, viability-normalised | inhibition, % at 12.6 µM | 0.67% of 350,000 active;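 active = mean inhibition of at least 50% after viability correction, with every replicate also passing that limit; inconclusive = mean reaches 50% but only one of two replicates passes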;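 note: firefly luciferase signal divided by Alamar Blue viability fluorescence both relative to DMSO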
XiGFP reactiv – reactivates the inactive X chromosome in mouse fibroblasts | XiGFP mouse fibroblasts, % GFP-positive cells imaging, 3 d; cells co-treated with 5-aza-dC sensitizer; scaled so ellipticine positive control = 100% | activation, % at 7.58 µM | 0.055% of 360,000 active | AID 743238;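 active = mean normalized replicate activation at least 10% and every replicate at or above 10%; inconclusive = only one of the two criteria met; inactive = mean below 10% and not all replicates reach 10%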;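 note: 0% = median of on-plate neutral control wells and 100% = ellipticine 6 µM median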
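System: XiGFP fibroblasts, SV40-immortalized. Medium: DMEM plus 5-aza-dC sensitizer. Doses: single point. Timing: 3 d treatment, 15 min room-temperature fixation. Control set: ellipticine 6 µM.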
ERp5 block – blocks human ERp5 reductase activity on insulin | Q15084 | ERp5 insulin aggregation, absorbance 650 nm, 90 min | inhibition, % at 9.99 µM | 0.05% of 350,000 active | AID 651711;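 active = mean replicate inhibition above about 25%, with every replicate also reaching it, limit read from the data, passing the limit was not always enough; inconclusive = only one of those two criteria met; inactive = neither criterion met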
Target sequence (Q15084 whole entry, looked up): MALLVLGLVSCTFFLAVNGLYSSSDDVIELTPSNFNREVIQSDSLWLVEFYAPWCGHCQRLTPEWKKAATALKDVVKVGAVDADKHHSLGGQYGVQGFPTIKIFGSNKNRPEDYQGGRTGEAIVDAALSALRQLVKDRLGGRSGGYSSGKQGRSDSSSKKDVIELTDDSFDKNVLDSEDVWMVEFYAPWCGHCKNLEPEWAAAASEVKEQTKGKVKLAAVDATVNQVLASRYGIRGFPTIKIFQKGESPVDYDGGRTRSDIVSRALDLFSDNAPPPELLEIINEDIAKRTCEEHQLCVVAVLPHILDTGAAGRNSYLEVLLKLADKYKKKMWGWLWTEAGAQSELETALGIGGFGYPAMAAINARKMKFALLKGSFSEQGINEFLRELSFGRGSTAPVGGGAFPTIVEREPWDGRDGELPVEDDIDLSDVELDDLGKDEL
DENV2 CPE rescue – inhibitors of DENV2 cytopathic effect | DENV2-infected cells, cytopathic effect rescue, plate reader | CPE inhibition, % at 9.99 µM | 1.7% of 350,000 active; in the data active = CPE inhibition above about 20%, passing the limit was not always enough; inconclusive = no clear call, values can overlap the other calls; tested in BHK-21 cells;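 note: 0% = median of neutral control wells and 100% = median of positive control wells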
ARNT-TACC3 inh – ARNT/TACC3 interaction disruption; 0.66% of 390,000 active; inhibition, % at 9.99 µM; Q9Y6A5; AlphaScreen His-ARNT PAS-B/GST-TACC3 binding, luminescence; TACC3 fragment carries E629A point mutation;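 active = mean inhibition of replicates at least 50% and at least half of replicates each reaching 50%; inconclusive = half or more replicates reach 50% but mean below 50%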;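 note: 0% = complete ARNT plus TACC3 wells and 100% = ARNT alone without TACC3; many hits fall short of the cut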
GSIS activator – GLuc luminescence reporter in INS-1E cells, primary screen for activators of glucose-dependent secretion of insulin; 0.61% of 370,000 active; activation, % at 16.6 µM; INS-1E GLuc reporter insulin secretion, 2-3 h; AID 743287;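 active = lowest replicate activation of at least 40%, so every replicate reaches that level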;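 note: 0% = median of neutral control wells and 100% = median of IBMX positive control wells; some compounds called inactive have numbers as strong as hits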
F508del corr – CFTR F508del correction in bronchial cells | 0.36% of 350,000 active | CFBE cells, YFP halide quenching; stimulated with forskolin plus potentiator P3; % fluorescence drop versus neutral controls | activity (quench increase), % at 7.58 µM;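 active = mean added fluorescence quench of at least 8% versus neutral control, with both replicates also reaching 8%; inconclusive = only one of the mean or replicate conditions met; inactive = mean below 8% and not both replicates reaching 8%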;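 note: cells transiently co-express mutant CFTR-F508del with the halide-sensitive YFP; corrector assay measuring rescue of mutant channel to the surface after 24 h compound exposure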
The depositor's hits bear a star; ? = inconclusive; nt = no result given.

The line under a structure holds: DENV2 CPE rescue | XiGFP reactiv | F508del corr | PAX8 inh HTS | GSIS activator | ARNT-TACC3 inh | EWS-Fli block | ERp5 block
#1 CCCNC(=O)C[C@@H]1CC[C@@H]2[C@H](COC[C@H](O)CN2Cc2ccc(Cl)c(Cl)c2)O1
 : 5 | 0.3 | 0.4 | -22 | -2 | -3 | -8 | 2
#2 CCCOc1ccc(NC(=O)c2c(-c3ccccc3)noc2C)cc1
 : 3 | 0.0 | -1.2 | -8 | 12 | -4 | -7 | 6
#3 O=C(Cc1ccccc1)N1C[C@@H]2[C@H](c3ccccc31)[C@H](CO)N2C(=O)c1ccc(F)cc1
 : 17 | 0.1 | -4.6 | -9 | 5 | -8 | -63 | -4
#4 CN(C)C(=O)C[C@@H]1C[C@H]2c3cc(NC(=O)NC4CCCCC4)ccc3O[C@H]2[C@H](CO)O1
 : -3 | 0.3 | 2.2 | -5 | -2 | -5 | 3 | -1
#5 Cc1ccc(S(=O)(=O)N(C)Cc2ccccc2)cc1C(=O)N1CCCCC1
 : ? | 0.0 | -0.1 | 2 | -19 | -1 | nt | -2
#6 CCn1nnc(NC(=O)Cc2ccc(Cl)cc2)n1
 : 2 | -0.1 | 2.8 | -2 | 10 | -11 | -5 | 7
#7 COc1ccc(CC(=O)NCC2CCCN(Cc3ccc(OC)cc3F)C2)cc1 (stereo not drawn)
 : 15 | 0.4 | -0.4 | 21 | -6 | -1 | 4 | 3
#8 COC(=O)CSc1nnc(NC(=O)/C=C\c2ccc3c(c2)OCO3)s1
 : -4 | 0.1 | nt | -11 | nt | -3 | 4 | -1
#9 C[C@@H](O)C#Cc1ccc([C@H]2[C@@H](CO)N3CCCCN(C(=O)c4cccc(F)c4)C[C@@H]23)cc1
 : nt | 0.0 | -0.1 | 3 | 3 | -7 | -12 | -2
#10 COc1ccc(OC)c(CN2C(=O)c3ccccc3C2c2nnnn2C2CCCC2)c1 (stereo not drawn)
 : -7 | 0.0 | -0.6 | 17 | -15 | nt | -3 | 3
#11 COc1ccccc1CNC(=O)C(=O)Nc1ccc(C(=O)N2CCC(C)CC2)cc1
 : 65* | 0.3 | -2.8 | 3 | -24 | nt | -1 | 1
#12 CCOc1ncccc1C(=O)Nc1ccc(C)cn1
 : 8 | 0.6 | 5.2 | -16 | 6 | -8 | -33 | -9
#13 Cc1ccc(CNC(=O)C2CCC(CNc3nc(=S)[nH]c4ccccc34)CC2)cc1 (stereo not drawn)
 : -1 | 0.0 | 1.5 | 6 | -7 | -3 | 23 | 2
#14 C[C@@H]1CCCCO[C@@H](CN(C)C(=O)CCC(F)(F)F)[C@H](C)CN([C@@H](C)CO)C(=O)c2cc(NC(=O)CCC(F)(F)F)ccc2O1
 : 10 | 0.1 | -1.9 | 18 | 10 | -10 | 0 | -5
#15 CC(C)Cc1nc2sc3c(=O)[nH]cnc3c2c2c1CCCC2
 : -4 | 0.0 | 0.2 | -14 | -3 | -11 | 7 | -2
#16 Cc1ccccc1NC(=S)NNC(=O)c1ccoc1C
 : 2 | nt | -1.2 | nt | nt | nt | -32 | -1
#17 CC(C)Cc1cc(C(=O)N2CCC(N3CCC(C(=O)N4CCOCC4)CC3)CC2)n[nH]1
 : 7 | 0.0 | -2.0 | 3 | 3 | nt | 4 | 0
#18 Cc1ccc(C(c2c(C)nn(-c3ccccc3)c2N)c2c(C)nn(-c3ccccc3)c2N)cc1
 : -4 | 0.0 | nt | 20 | -20 | 3 | 16 | -1
#19 O=C(CSC(=S)N1CCCC1)c1cc(Br)cc(Br)c1O
 : -1 | 0.0 | nt | 9 | -12 | nt | 29 | 2
#20 C[C@@H]1CN([C@@H](C)CO)C(=O)c2cccc(NC(=O)Nc3ccccc3)c2O[C@@H]1CN(C)C(=O)NC1CCCCC1
 : 10 | -1.1 | -2.7 | 0 | 4 | nt | -7 | -4
#21 CCSc1nc(O)cc(=O)[nH]1
 : 17 | 0.0 | -0.4 | -2 | 8 | -6 | 0 | 7
#22 COC(=O)C1=C(C)NC(=S)NC1c1ccc(Br)cc1 (stereo not drawn)
 : -10 | 0.3 | -2.8 | 7 | -11 | nt | 1 | 1
#23 C[C@H]1CN=C(N(C)C)N1CCC1CCCC1
 : -18 | -0.1 | 0.9 | -13 | 6 | -2 | 0 | 6
#24 Cn1c(-c2cccc(F)c2)nc2c1c(=O)[nH]c(=O)n2Cc1ccccc1
 : 0 | 0.1 | 1.8 | -23 | 7 | -8 | nt | 3
#25 CN(C)C(=O)C[C@@H]1C[C@H]2c3cc(NS(=O)(=O)c4ccc(F)cc4)ccc3O[C@H]2[C@@H](CO)O1
 : -2 | 0.0 | -0.5 | -5 | -5 | -10 | -4 | nt
#26 CCS(=O)(=O)NCC[C@H]1CC[C@H](NC(=O)Cc2ccccn2)[C@@H](CO)O1
 : ? | -0.3 | -3.8 | -3 | 3 | -8 | -6 | 3
#27 O=C(NCCCN1CCOCC1)C1Nc2ccc(OC(F)(F)F)cc2C2C=CCC12 (stereo not drawn)
 : nt | 0.3 | 4.7 | 0 | -8 | nt | -2 | nt
#28 O=C(C[C@@H]1CC[C@H](NC(=O)c2cccc(F)c2)[C@H](CO)O1)Nc1nccs1
 : ? | 0.3 | -0.3 | -13 | -7 | 1 | 3 | 5
#29 Cc1cc([N+](=O)[O-])ccc1NC(=O)CCC(=O)N1CCCC1
 : 8 | 0.1 | 1.3 | -1 | 6 | -9 | nt | 5
#30 CCN(CC(=O)Nc1c(F)cccc1F)C(=O)c1ccc(=O)n(C)n1
 : 5 | 0.3 | 1.3 | -1 | -3 | -1 | 9 | -2

Molecules from the list above containing bromine (2):
The line under a structure holds: DENV2 CPE rescue | XiGFP reactiv | F508del corr | PAX8 inh HTS | GSIS activator | ARNT-TACC3 inh | EWS-Fli block | ERp5 block
#19 O=C(CSC(=S)N1CCCC1)c1cc(Br)cc(Br)c1O
 : -1 | 0.0 | nt | 9 | -12 | nt | 29 | 2
#22 COC(=O)C1=C(C)NC(=S)NC1c1ccc(Br)cc1 (stereo not drawn)
 : -10 | 0.3 | -2.8 | 7 | -11 | nt | 1 | 1

The listing continues.
The line under a structure holds: DENV2 CPE rescue | XiGFP reactiv | F508del corr | PAX8 inh HTS | GSIS activator | ARNT-TACC3 inh | EWS-Fli block | ERp5 block
#31 Cc1ccc(OCCCCNC2CCCC(C)C2C)c(C)c1 (stereo not drawn)
 : 7 | 0.0 | nt | 14 | -3 | -12 | 43 | 4
#32 CC(C)CC#Cc1ccc([C@@H]2[C@H]3CN(C(=O)c4ccccn4)CC(=O)N3[C@H]2CO)cc1
 : 0 | 0.0 | 2.2 | nt | 9 | nt | -1 | -3
#33 Cc1ccc(NC(=O)COc2nsnc2N2CCOCC2)cc1Cl
 : 6 | -0.1 | -2.6 | 1 | -9 | -1 | 4 | -1
#34 CC1(C(=O)NCc2ccccc2Br)CCN1C(=O)CCc1ccc(Cl)cc1Cl (stereo not drawn)
 : 7 | 0.3 | 1.5 | 7 | -53 | nt | 0 | -5
#35 O=C(NC[C@@H]1[C@@H](c2ccccc2)[C@@H](CO)N1Cc1ccccn1)C1CCCC1
 : -5 | 0.0 | 0.7 | -4 | 1 | 16 | 6 | nt
#36 O=C(NC1CCSc2ccccc21)c1c(F)cccc1Cl (stereo not drawn)
 : 1 | 0.0 | -0.7 | 2 | -3 | -4 | -2 | 7
#37 Cn1cnnc1SCC(=O)Nc1ccc(Cl)c(S(=O)(=O)N2CCOCC2)c1
 : 1 | -0.1 | -1.0 | -4 | 0 | -1 | -16 | 3
#38 Cc1cccc(NC(=O)NC(C)CCc2ccccc2)c1 (stereo not drawn)
 : -2 | 0.1 | nt | -36 | -21 | nt | -22 | -4
#39 Cc1ccc(S(=O)(=O)CCC(=O)OCc2nnc(-c3ccc([N+](=O)[O-])cc3)o2)cc1
 : -1 | -0.1 | -0.3 | -15 | -2 | 1 | 0 | 2
#40 Cc1nn(C)cc1NC(=O)C[C@@H]1CC[C@@H]2[C@H](COc3ccc(NC(=O)C4CCC4)cc3C(=O)N2C)O1
 : 3 | -0.1 | 5.3 | 7 | 3 | 1 | -4 | -9
#41 O=C(COc1ccccc1Br)Nc1ccc(S(=O)(=O)N2CCCC2)cc1
 : -3 | 0.1 | -2.1 | 3 | 1 | -5 | 9 | 1
#42 O=C(NNC(=O)c1cccs1)c1ccc(Cl)c([N+](=O)[O-])c1
 : 0 | 0.1 | 3.1 | -6 | 1 | -2 | -5 | 0
#43 CCn1c(SCC(=O)Nc2nccs2)nnc1-c1cccnc1
 : -7 | 0.2 | -0.6 | 0 | -1 | 0 | 7 | 5
#44 CCCCOc1ccc(C(=O)NCC(=O)NC2CCC(C)CC2)cc1 (stereo not drawn)
 : -3 | 0.6 | -1.7 | 8 | 6 | 0 | -7 | -1
#45 C[C@@H]1CN([C@H](C)CO)C(=O)c2cc(NC(=O)Cn3cnnn3)ccc2O[C@H]1CN(C)S(=O)(=O)c1ccc(F)cc1
 : -3 | 0.7 | 1.0 | nt | 4 | -6 | -7 | -4
#46 CCC(=O)N1C[C@@H](O)COC[C@H]2O[C@H](CC(=O)NCc3ccccc3Cl)CC[C@@H]21
 : 3 | -0.1 | 0.4 | nt | -4 | -1 | nt | 8
#47 COc1cc(NC(=O)CSc2nnc3c(C)cc4c(C)ccc(C)c4n23)c(C(=O)O)cc1OC
 : 3 | 0.1 | 0.5 | 2 | 3 | -1 | -1 | -1
#48 C[C@@H]1CN([C@@H](C)CO)C(=O)Cc2cc(NC(=O)c3ccncc3)ccc2O[C@H]1CN(C)Cc1ccncc1
 : 7 | -0.8 | 1.5 | -6 | 1 | -9 | -2 | -1
#49 N#C[C@@H]1[C@@H](c2ccc(C#Cc3ccccc3F)cc2)[C@H](CO)N1C(=O)C1CCC1
 : 30* | 0.0 | -1.0 | -22 | -2 | 4 | -13 | 3
#50 O=C(CCNC(=O)c1ccccc1Cl)Nc1nc(-c2ccc3ccccc3c2)cs1
 : 0 | 0.2 | 3.3 | 3 | 7 | nt | 6 | 5
#51 O=S(=O)(NCc1ccccn1)C(F)(F)F
 : 12 | -0.1 | -1.2 | 5 | 2 | -6 | -4 | 3
#52 O=S(=O)(Nc1cccnc1)c1ccc(Br)c2ccccc12
 : 3 | 0.0 | 3.1 | -12 | 11 | -6 | -9 | 2
#53 O=C(Cc1ccc([N+](=O)[O-])cc1)NCCS(=O)(=O)N1CCN(c2ccccc2)CC1
 : -6 | 0.1 | nt | 35 | nt | nt | 3 | 0
#54 CCOC(=O)[C@@H]1[C@H]2COc3cc(OC)ccc3[C@H]2N2C(=O)N(c3ccc(Br)cc3)C(=O)[C@]12C
 : 14 | -0.1 | 3.5 | 8 | -16 | -5 | 0 | 6
#55 CC1(C)CC(N2CCN(Cc3ccccc3)CC2)=CC(=[N+]2CCCCC2)C1
 : ? | 0.2 | -0.7 | 69* | -42 | -2 | 1 | 1

One compound at a time, as listed above.
Results for O=S(=O)(Nc1cccnc1)c1ccc(Br)c2ccccc12 = DENV2 CPE rescue: 3; XiGFP reactiv: 0.0; F508del corr: 3.1; PAX8 inh HTS: -12; GSIS activator: 11; ARNT-TACC3 inh: -6; EWS-Fli block: -9; ERp5 block: 2
Results for Cc1nn(C)cc1NC(=O)C[C@@H]1CC[C@@H]2[C@H](COc3ccc(NC(=O)C4CCC4)cc3C(=O)N2C)O1 = DENV2 CPE rescue: 3; XiGFP reactiv: -0.1; F508del corr: 5.3; PAX8 inh HTS: 7; GSIS activator: 3; ARNT-TACC3 inh: 1; EWS-Fli block: -4; ERp5 block: -9
